GPR151 ag: activators of human GPR151. PathHunter beta-arrestin GPR151 cells, luminescence. activation, % at 11.2 µM. hit rate 1% among 650,000. AID 1508602; in the data active means activation above about 4.9%;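 further: 0% = median of compound wells and 100% = cells with positive control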
Target sequence (Q8TDV0 whole entry, looked up): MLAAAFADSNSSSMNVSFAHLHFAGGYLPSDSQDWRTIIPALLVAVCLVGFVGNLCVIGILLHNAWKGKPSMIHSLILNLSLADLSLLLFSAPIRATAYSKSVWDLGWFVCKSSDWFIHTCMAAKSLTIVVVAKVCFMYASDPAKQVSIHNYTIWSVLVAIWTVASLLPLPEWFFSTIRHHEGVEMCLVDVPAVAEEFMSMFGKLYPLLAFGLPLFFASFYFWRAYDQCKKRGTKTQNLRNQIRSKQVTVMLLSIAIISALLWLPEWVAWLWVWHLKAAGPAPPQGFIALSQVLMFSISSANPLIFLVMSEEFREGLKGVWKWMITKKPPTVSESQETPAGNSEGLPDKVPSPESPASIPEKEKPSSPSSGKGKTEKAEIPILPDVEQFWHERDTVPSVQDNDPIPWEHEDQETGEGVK
TEAD-YAP block: TEAD-YAP interaction inhibition | HEK-TIYL cells, TEAD-Gal4/YAP UAS-luciferase luminescence | inhibition, % at 9.12 µM | hit rate 1.4% among 640,000 | AID 1259422; in the data active means inhibition above about 32%;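 further: 0% = median of test compound wells and 100% = reference inhibitor wells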
MITF primary: inhibitors of human MITF. hit rate 0.91% among 650,000. inhibition, % at 2.6 µM. AID 1259374. AlphaScreen MITF homodimerization, bead proximity signal. O75030; in the data active means inhibition above about 50%;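 further: 0% = vehicle wells with protein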
Target sequence (O75030 whole entry, looked up): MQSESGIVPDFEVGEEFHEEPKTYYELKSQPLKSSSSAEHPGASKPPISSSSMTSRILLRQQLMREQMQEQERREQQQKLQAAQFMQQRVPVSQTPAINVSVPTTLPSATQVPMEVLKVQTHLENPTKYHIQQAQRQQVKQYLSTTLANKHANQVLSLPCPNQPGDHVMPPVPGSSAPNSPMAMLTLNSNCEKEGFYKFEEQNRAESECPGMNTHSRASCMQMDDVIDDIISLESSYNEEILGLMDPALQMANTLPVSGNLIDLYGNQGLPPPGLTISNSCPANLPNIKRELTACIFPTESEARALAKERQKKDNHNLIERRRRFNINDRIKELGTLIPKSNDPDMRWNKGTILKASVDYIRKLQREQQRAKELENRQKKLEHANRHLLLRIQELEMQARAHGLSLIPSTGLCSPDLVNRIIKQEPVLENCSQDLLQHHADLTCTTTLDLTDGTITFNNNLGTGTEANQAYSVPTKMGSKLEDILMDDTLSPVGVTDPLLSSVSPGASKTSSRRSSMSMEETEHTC
FBW7 act: human FBW7 E3 ligase activation, primary screen | AlphaScreen FBW7–phospho-cyclin E peptide binding, activator screen | normalized activity (activation), % at 26.1 µM | hit rate 0.13% among 650,000; in the data active means normalized activity above about 1.9%;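 further: purified mutant Fbw7 with reduced substrate affinity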
Starred values were filed as active, the others as inactive.

SMILES | GPR151 ag | TEAD-YAP block | MITF primary | FBW7 act
Cc1ccc(N(C(=O)NC(=O)NS(=O)(=O)c2ccc(C)cc2)S(=O)(=O)c2ccc(C)cc2)cc1 | 0.5 | -6 | 2 | 0.1
O=C(Nc1ccc(Oc2cccc(Oc3ccc(NC(=O)c4ccccc4Cl)cc3)c2)cc1)c1ccccc1Cl | 0.4 | -12 | -4 | 0.0
Cc1cccc(-c2nc3ccccc3c(=O)n2NCc2ccc(OC(F)F)cc2)c1 | -0.7 | -4 | -4 | -0.1
Cc1ccc2onc(CC(=O)NCCN3CCN(Cc4ccccc4)CC3)c2c1 | 0.2 | 6 | 12 | 0.2
Cn1cnnc1SCCNS(=O)(=O)c1cccc([N+](=O)[O-])c1 | 1.5 | -7 | 4 | 0.2
CCCCc1nnc(SCC(=O)Nc2c(C)cccc2C)n1C | 0.7 | -4 | 0 | -0.2
COC(=O)N1CCC(C(=O)NC(c2ccc(Cl)cc2)c2ccsc2)CC1 (stereo not drawn) | 0.6 | 0 | 18 | 0.3
Cc1ccc(NS(=O)(=O)c2cc(S(=O)(=O)Nc3ccc(C)c(C)c3)c3cccc4c3c2NC4=O)cc1C | -0.7 | -1 | -5 | 0.1
COC(=O)CCCNc1nncc(-c2ccc(Cl)cc2)n1 | 0.9 | 6 | -4 | -0.1
Cc1nn(C)c(C)c1-c1nccc(NCc2cccc(C(F)(F)F)c2)n1 | 1.6 | -1 | 4 | 0.1
CN(C)C(=O)N1CCN(C(=O)c2ccccc2Sc2ccccc2C#N)CC1 | 0.0 | -3 | 18 | 0.1
COc1ccc(C(=O)Nc2ncc(Cc3cccc(Cl)c3)s2)cc1OC | 1.1 | 53* | 9 | 0.5
Cc1ccc(-n2[nH]c(C)c(N=Nc3c[nH]c(=O)[nH]c3=O)c2=O)cc1 | 0.3 | 4 | -3 | 0.0
Cc1ccc(/C=C(\C#N)C(=O)c2c(C)[nH]c3ccccc23)o1 | -1.0 | -13 | 18 | 0.0
C/C(Cn1nnc([N+](=O)[O-])n1)=N\NC(=O)c1ccoc1C | -6.4 | -19 | -1 | -0.1
O=C(Nc1ccc(F)c(Cl)c1)Nc1nnc(N2CCCCCC2)s1 | -2.5 | 2 | 17 | 0.0
COC(=O)CCCCC(=O)C1C(=O)CC(C)(C)C(C(=O)OC)C1=O (stereo not drawn) | -1.1 | 0 | 10 | 0.1
O=C(NCc1cccs1)c1cc(N2C(=O)C3C4CCC(C4)C3C2=O)ccc1Cl (stereo not drawn) | 0.8 | 18 | -5 | -0.1
NC(=O)c1c(NS(=O)(=O)c2ccc(F)c(F)c2)sc2c1CCC2 | 2.4 | -4 | 4 | -0.1
CCOC(=O)N1CCN(C(=O)c2sc3ncn(CC(=O)N4CCCCC4)c(=O)c3c2C)CC1 | 0.0 | -12 | -4 | 0.0
COc1ccccc1N1CCN(c2ncnc3sc4c(c23)CCCC4)CC1 | 0.5 | -1 | 8 | 0.0
COCCSc1ccccc1C(=O)Nc1ccc([N+](=O)[O-])cc1OC | 1.7 | 23 | 16 | 0.2
Cc1cc(C)n(CCC(=O)Nc2ccc(Cl)c(Cl)c2)n1 | -1.2 | -9 | 1 | 0.8
O=C(NCc1cccnc1)c1ccc2c(c1)N(Cc1ccccc1F)C(=O)CS2 | 1.3 | 13 | 4 | 0.0
O=C(NCCCN1CCCC1=O)c1ccnc(-c2ccccc2)c1 | 0.2 | -19 | -2 | 0.0
Cc1nc2c(c(C)nn2C)c(C)c1CCC(=O)NC(C)c1ccc2c(c1)OCCO2 (stereo not drawn) | -1.1 | 10 | 14 | 0.8
CS(=O)(=O)c1ccc(-c2cccc3c2OC(CNC(=O)c2cnn4cccnc24)C3)cc1 (stereo not drawn) | -0.5 | -5 | 4 | 0.0
OCCC#Cc1ccc(CN2CCN(Cc3ccsc3)C(CCO)C2)cc1 (stereo not drawn) | -0.1 | 6 | -1 | 0.6
C(=N\Nc1ncc(-c2cccs2)s1)/c1ccccc1 | 1.7 | -49 | 18 | 0.1
CCN(CC)C(=O)COC(=O)c1cccc(OC)c1O | -1.0 | -13 | 19 | 0.0
Cn1nccc1CNC(=O)c1ccc(-c2ccccc2)cc1 | 1.3 | -4 | 7 | 0.1
O=C(NCc1cccc(Cl)c1)c1nc2c(nnn2Cc2cccs2)c(=O)[nH]1 | 1.4 | 1 | -4 | 0.1
CCOC(=O)c1sc(N2C(=O)C(=O)/C(=C(/O)c3ccc(F)cc3)C2c2ccc(Cl)cc2)nc1C (stereo not drawn) | -2.4 | 0 | 1 | 0.1
COc1cc(/C=N/Nc2ccc3nncn3n2)cc(OC)c1OC | -1.3 | -11 | 10 | 0.1
Cc1nc(N2CCOCC2)c2ccsc2n1 | -0.9 | 0 | 82* | -0.2
CC(=O)Nc1c(C(=O)c2cc3ccccc3o2)oc2ccc(Br)cc12 | -0.9 | -2 | 26 | 0.0
O=C1OC(c2ccccc2[N+](=O)[O-])=N/C1=C\c1ccccc1 | 0.3 | 9 | 5 | 0.0
CCc1cccc(NC(=O)c2ccc(NC(N)=O)cc2)c1 | 0.9 | 0 | -1 | -0.1
COC(=O)c1ccc(S(=O)(=O)N2CCCc3ccccc32)cc1 | 1.7 | 62* | -12 | 0.2
CCCCNC(=O)C(CC)Sc1nc2ccccc2c(=O)n1Cc1ccco1 (stereo not drawn) | -0.1 | -5 | 4 | -0.2
COc1ccc(C(=O)Nc2ccc(S(=O)(=O)N(C)C3CCCCC3)cc2)cc1 | -0.2 | -1 | 5 | 0.0
O=C(N/N=C/c1ccccc1O)C(=O)Nc1cccc(Cl)c1 | 0.0 | 7 | 28 | 0.3
CCOC(=O)c1cc2c(=O)n3cccc(C)c3nc2n(CCc2ccccc2)c1=N | 1.2 | -7 | 11 | 0.0
Cc1ccc(CNC(=S)NNC(=O)C(C)(C)O)cc1 | -0.7 | 8 | -26 | 0.0
COCCNC(=O)CC1C(=O)NCCN1Cc1ccccc1OC (stereo not drawn) | -1.4 | 13 | 14 | 0.1
Cc1ccccc1CNC(=O)Cn1nc(C)n2c(cc3occc32)c1=O | 1.6 | 5 | -1 | -0.1
Cc1ccccc1-n1c(=S)sc2c(=O)n(-c3ccccc3)c(SCC(=O)c3ccccc3)nc21 | 0.8 | -10 | 15 | 0.3
O=C(Nc1ccc2[nH]c(=O)[nH]c2c1)c1ccccc1Br | 0.3 | 4 | -1 | -0.2
COc1cc(C(=O)OC(C)C(=O)Nc2ccc(NC(C)=O)cc2)c([N+](=O)[O-])cc1OC (stereo not drawn) | -0.5 | 4 | 0 | -0.1
O=C(Nc1nncs1)c1c(O)c2cccc3c2n(c1=O)CC3 | -1.5 | 7 | 15 | 0.1
O=C1OC(c2cccc3ccccc23)=N/C1=C\c1ccccc1 | 0.6 | -4 | 13 | 0.2
O=C(COC(=O)c1ccccc1F)c1ccc[nH]1 | -0.9 | -1 | 1 | -0.1
Cc1ccc(C(CC(=O)O)Nc2nc(N3CCOCC3)nc(N3CCOCC3)n2)cc1 (stereo not drawn) | 1.4 | 8 | 6 | 0.0
CSc1nc(-c2ccccc2)cc(-c2cccs2)c1C#N | 0.8 | -4 | 6 | -0.2
CCOC(=O)c1nc(NCC(OCC)OCC)c2c3c(sc2n1)CCCC3 | -0.7 | -4 | 3 | 0.1
O=C(NCCC1=CCCCC1)c1ccc(N2CC3CC(C2)c2cccc(=O)n2C3)c(NC(=O)c2ccccc2Cl)c1 (stereo not drawn) | 0.7 | -5 | 5 | -0.1
CCN(CC)CCCNC(=O)c1c[nH]n2c(=O)c(Cc3ccc(Cl)cc3)c(C)nc12 | 0.3 | 7 | 5 | 0.5
COc1cccc(N2C(=O)CC(SCC(=O)O)C2=O)c1 (stereo not drawn) | 0.0 | -5 | -20 | 0.2
COc1ccccc1-n1c(SCC(=O)N2CCCCC2)nnc1-c1ccncc1 | -0.3 | 3 | 16 | 0.1
CC(CC(=O)c1ccc2c(c1)OCCO2)c1ccccc1 (stereo not drawn) | 0.4 | -30 | -13 | 0.5
Next records.
SMILES | GPR151 ag | TEAD-YAP block | MITF primary | FBW7 act
O=C(O)[C@H]1C[C@H]1C(=O)NC1CCCCCCC1 | 1.7 | -4 | 5 | 0.0
CCOC(=O)c1c(NC(=O)c2nn3c(C(F)(F)F)cc(-c4ccccc4)nc3c2Br)sc2c1CCC(C(C)(C)C)C2 (stereo not drawn) | -0.4 | -7 | -5 | -0.1
O=C(CN1CCC(n2cnc3cc(F)ccc32)CC1)Nc1cccc(C(F)(F)F)c1 | 0.6 | 0 | -2 | 0.0
O=C(Nc1ccc(Cl)c(Cl)c1)c1cc(S(=O)(=O)N2CCN(C3CCCCC3)CC2)ccc1F | 1.3 | -3 | -1 | 0.0
COc1ccc(-c2cnn3ccc(NCCN(C)C)nc23)cc1 | -0.2 | -25 | -6 | -0.3
COCCC1CCCCN1C(=O)c1ccc(OC)c(OC2CCN(C(C)=O)CC2)c1 (stereo not drawn) | -0.1 | 5 | -1 | 0.0
O=C(Nc1cccc(Cl)c1)c1ccc(I)cc1 | 1.9 | -39 | -12 | 0.2
COc1cccc(C2C(C(=O)OC(C)C)=C(C)NC3=C2C(=O)CC(c2cccs2)C3)c1OC (stereo not drawn) | -0.6 | 13 | -6 | 0.8
Brc1ccc2nc(SCc3nc4ccccc4[nH]3)[nH]c2c1 | -0.5 | -22 | -5 | -0.1
CCc1ccc2c(CCl)cc(=O)oc2c1 | -0.4 | -10 | -12 | -0.1
COc1ccc(CNC(=O)CN2C(=O)NC(C)(CCC(C)C)C2=O)cc1 (stereo not drawn) | -2.0 | 2 | -7 | -0.2
O=C1[C@H]2CN(Cc3cccc4ncccc34)CCN2C(=O)[C@H]2CCCN12 | 0.1 | -2 | -3 | 0.2
O=C(CSc1nc(C2CC2)nc2c1cnn2-c1ccccc1)Nc1c[nH]c(=O)[nH]c1=O | -1.7 | -5 | -1 | 0.0
COCCNC(=S)NNC(=O)c1ccco1 | -1.4 | -6 | 17 | 0.0
CCC(Nc1ccccc1)C(=O)N/N=C/c1cc(Cl)cc([N+](=O)[O-])c1O (stereo not drawn) | -0.3 | 4 | 0 | -0.2

Overlap with the part before: three compounds; new compounds follow.
SMILES | GPR151 ag | TEAD-YAP block | MITF primary | FBW7 act
O=C(CSc1nc(C2CC2)nc2c1cnn2-c1ccccc1)Nc1c[nH]c(=O)[nH]c1=O | -1.7 | -5 | -1 | 0.0
COCCNC(=S)NNC(=O)c1ccco1 | -1.4 | -6 | 17 | 0.0
CCC(Nc1ccccc1)C(=O)N/N=C/c1cc(Cl)cc([N+](=O)[O-])c1O (stereo not drawn) | -0.3 | 4 | 0 | -0.2
Cc1cccc(OCC(=O)N2CCC(c3ccccc3)C2)c1 (stereo not drawn) | 0.9 | -31 | 8 | 0.0
CC(=O)N1CCC(N(C(=S)Nc2cc(Cl)ccc2C)C(C)C)CC1 | 1.2 | 8 | 12 | 0.0
Cc1ccc(C)n1-c1cc(C(=O)O)cc(C(=O)O)c1 | 0.1 | -4 | 7 | -0.8
Cc1nn(CC(=O)O)c(=O)c2cc3c(C)nn(CC(=O)O)c(=O)c3cc12 | 0.2 | 6 | 10 | -0.1

Structures from the list above containing an aryl methoxy group:
SMILES | GPR151 ag | TEAD-YAP block | MITF primary | FBW7 act
COc1ccc(C(=O)Nc2ncc(Cc3cccc(Cl)c3)s2)cc1OC | 1.1 | 53* | 9 | 0.5
COc1ccccc1N1CCN(c2ncnc3sc4c(c23)CCCC4)CC1 | 0.5 | -1 | 8 | 0.0
COCCSc1ccccc1C(=O)Nc1ccc([N+](=O)[O-])cc1OC | 1.7 | 23 | 16 | 0.2
CCN(CC)C(=O)COC(=O)c1cccc(OC)c1O | -1.0 | -13 | 19 | 0.0
COc1cc(/C=N/Nc2ccc3nncn3n2)cc(OC)c1OC | -1.3 | -11 | 10 | 0.1
COc1ccc(C(=O)Nc2ccc(S(=O)(=O)N(C)C3CCCCC3)cc2)cc1 | -0.2 | -1 | 5 | 0.0
COCCNC(=O)CC1C(=O)NCCN1Cc1ccccc1OC (stereo not drawn) | -1.4 | 13 | 14 | 0.1
COc1cc(C(=O)OC(C)C(=O)Nc2ccc(NC(C)=O)cc2)c([N+](=O)[O-])cc1OC (stereo not drawn) | -0.5 | 4 | 0 | -0.1
COc1cccc(N2C(=O)CC(SCC(=O)O)C2=O)c1 (stereo not drawn) | 0.0 | -5 | -20 | 0.2
COc1ccccc1-n1c(SCC(=O)N2CCCCC2)nnc1-c1ccncc1 | -0.3 | 3 | 16 | 0.1
COc1ccc(-c2cnn3ccc(NCCN(C)C)nc23)cc1 | -0.2 | -25 | -6 | -0.3
COCCC1CCCCN1C(=O)c1ccc(OC)c(OC2CCN(C(C)=O)CC2)c1 (stereo not drawn) | -0.1 | 5 | -1 | 0.0
COc1cccc(C2C(C(=O)OC(C)C)=C(C)NC3=C2C(=O)CC(c2cccs2)C3)c1OC (stereo not drawn) | -0.6 | 13 | -6 | 0.8
COc1ccc(CNC(=O)CN2C(=O)NC(C)(CCC(C)C)C2=O)cc1 (stereo not drawn) | -2.0 | 2 | -7 | -0.2

Assay outcomes deposited in PubChem by The Scripps Research Institute Molecular Screening Center.
